NPY1 pot ag = potentiates or activates human NPY-Y1 receptor | AID 1304 | hit rate 0.37% among 220,000 | activation, % at 3.6 µM | NPY-Y1 expressing cells, potentiator/agonist activation | P25929; in the data active = activation above about 33%, passing the limit was not always enough;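 also: cells stimulated with NPY at EC10 then isoproterenol at EC100; 0% = low agonist plus stimulus and 100% = saturating agonist plus stimulus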
Target sequence (P25929 whole entry, looked up): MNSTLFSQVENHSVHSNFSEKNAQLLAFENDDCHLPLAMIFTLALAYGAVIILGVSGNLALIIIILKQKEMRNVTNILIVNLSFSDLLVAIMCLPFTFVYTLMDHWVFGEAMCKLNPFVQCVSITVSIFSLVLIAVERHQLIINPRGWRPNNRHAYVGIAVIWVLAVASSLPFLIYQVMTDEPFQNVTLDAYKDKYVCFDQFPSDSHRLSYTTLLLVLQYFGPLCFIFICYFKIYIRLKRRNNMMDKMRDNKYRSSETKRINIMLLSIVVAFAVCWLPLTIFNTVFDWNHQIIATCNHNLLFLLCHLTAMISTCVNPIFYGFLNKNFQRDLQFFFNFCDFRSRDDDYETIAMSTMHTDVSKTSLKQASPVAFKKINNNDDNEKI
CHOP inh = inhibitors of CHOP induction in ER stress response | CHO-K1 CHOP-promoter luciferase, tunicamycin-induced, 15-18 h | hit rate 3.8% among 220,000 | inhibition, % at 10 µM;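 active = compounds that reduced the stress-induced luciferase reporter signal by more than about 70% of percent inhibition, limit read from the data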;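 also: 0% = tunicamycin plus vehicle and 100% = wells without tunicamycin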
Ba/F3 V617F tox = loss of viability in JAK2V617F-driven Ba/F3 cells; inhibition, % at 5.6 µM; AID 1446; hit rate 1.1% among 220,000; Ba/F3 EpoR-JAK2V617F viability, ATP luminescence;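 active = inhibition above the campaign mean plus 3 SD over all tested compounds, cut at about 24% in these data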;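 also: cytokine-independent growth of Ba/F3 cells driven by EpoR plus mutant JAK2; 0% = DMSO-treated cells and 100% = JAK inhibitor I control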
NPY-Y1 antag = NPY-Y1 (human) receptor antagonism; P25929; HEK293-CNG Y1 cells, membrane potential fluorescence; NPY at EC95, then isoproterenol; inhibition, % at 3.6 µM; hit rate 1% among 200,000; AID 1040;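 active = inhibition above the campaign mean inhibition of all tested compounds plus 3 SD, cut at about 20% in these data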;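 also: 0% = DMSO wells given NPY plus isoproterenol and 100% = isoproterenol alone without NPY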
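Assay system: HEK293 cells with Y1 receptor plus CNG channel | Probe or stimulus: NPY (25 nM), isoproterenol (1 µM), Ro 20-1724 (25 µM) | Timing: Compound incubation 1 h at room temperature, readout 45 min post-stimulation | Measured by: Membrane-potential fluorescent dye readout | Benchmarks: High control isoproterenol alone, low control NPY with isoproterenol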
NPY2 pot ag = potentiators or agonists of human neuropeptide Y receptor Y2 | P49146 | cells expressing NPY-Y2, potentiator/agonist read-out | activation, % at 3.6 µM | hit rate 0.45% among 220,000 | AID 1359; in the data active = activation above about 27%;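 also: cells stimulated with NPY near EC25 plus isoproterenol at EC100; 0% = vehicle plus submaximal agonist and 100% = vehicle plus saturating agonist; some results beyond the cut were filed as inactive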
BaF3 parental = reduces parental Ba/F3 cell viability, JAK2V617F counter-screen | CellTiter-Glo ATP luminescence | inhibition, % at 5.6 µM | hit rate 1.1% among 220,000 | AID 1486;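 active = inhibition above a per-campaign cutoff, the mean inhibition of all tested compounds plus 3 SD, cut at about 27% in these data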;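 also: 0% = DMSO wells and 100% = JAK Inhibitor I control wells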
S1P4 agonist = activates the human S1P4 receptor; activation, % at 4.98 µM; O95977; hit rate 0.35% among 220,000; S1P4-expressing cell line, agonist reporter assay; in the data active = activation above about 11%;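 also: 0% = DMSO vehicle and 100% = reference agonist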
S1P4 antagonist = blocks the human S1P4 receptor | O95977 | S1P4-expressing cells, antagonist mode, reporter read-out | inhibition, % at 4.98 µM | hit rate 0.26% among 220,000; in the data active = inhibition above about 29%;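 also: 0% = wells stimulated with agonist and 100% = vehicle wells without agonist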
NCF1 inh = inhibitors of human p47phox binding. p47phox/p22phox peptide binding, fluorescence polarization, 2 h. inhibition, % at 24.7 µM. P14598. hit rate 0.53% among 220,000. AID 1274;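 active = inhibition above about 30%, limit read from the data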;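 also: 0% = p47phox with labelled peptide and 100% = labelled peptide alone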
Target sequence (P14598 whole entry, looked up): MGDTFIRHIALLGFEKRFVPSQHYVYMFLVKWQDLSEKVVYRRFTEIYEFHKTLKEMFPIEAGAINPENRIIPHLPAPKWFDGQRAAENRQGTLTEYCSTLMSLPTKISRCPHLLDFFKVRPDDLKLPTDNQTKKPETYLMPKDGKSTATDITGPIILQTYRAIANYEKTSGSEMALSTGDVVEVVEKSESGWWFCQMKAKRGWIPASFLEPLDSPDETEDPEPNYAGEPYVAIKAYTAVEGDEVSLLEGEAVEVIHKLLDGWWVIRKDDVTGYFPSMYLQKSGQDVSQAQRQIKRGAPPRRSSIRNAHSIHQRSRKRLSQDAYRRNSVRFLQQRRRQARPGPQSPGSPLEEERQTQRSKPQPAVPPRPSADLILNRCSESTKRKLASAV
Active calls of the source: *; . = not tested or not shown.

1) Cc1ccc(-n2c3c(c(=O)[nH]c2=S)C(C(F)(F)F)(C(F)(F)F)NC(=O)N3)cc1
2) CN(C)CC#CCC(O)(c1ccccc1)c1ccccc1
3) CSc1nc(N)nc(SCC(=O)c2ccccc2)c1C#N
4) CC(C)NC(=O)c1cc2c(s1)CCCC2
5) CCOC(=O)C(=CNc1cc(C)ccc1C)C(=O)OCC
6) COc1cccc(-c2csc3nnc(SCC(=O)c4ccc(NC(C)=O)cc4)n23)c1
7) COc1ccc(NC(=O)c2cnc3n(c2=O)CCS3)cc1OC
8) CC(=O)c1c(C)nc2ccc(Cl)cn12
9) CC(C)c1ccc(NC(=O)c2cc(Br)ccc2Br)cc1
10) CCn1c(COc2cccc(OC)c2)nnc1SCC(=O)N1CCOCC1

assay / entry,1,2,3,4,5,6,7,8,9,10
S1P4 agonist,0.3,2.2,-0.4,1.6,0.4,3.4,1.3,1.8,1.2,1.5
NPY1 pot ag,10,-21,-15,5,-24,14,-19,23,-16,1
NPY2 pot ag,-9,-21,-1,7,-5,12,5,9,-22,-7
Ba/F3 V617F tox,-2,-1,2,3,0,2,5,-3,4,-1
BaF3 parental,6,-1,4,11,0,2,3,0,6,1
NCF1 inh,-7,-8,-11,-3,-15,-42,-10,-7,-3,-4
S1P4 antagonist,-10,-9,0,4,-13,-12,-14,-11,-6,1
CHOP inh,2,2,32,16,88*,79*,0,-23,61,14
NPY-Y1 antag,6,.,-4,-3,1,0,1,-6,8,1

Reformatted as labelled records: entries from further up
#4 CC(C)NC(=O)c1cc2c(s1)CCCC2
- S1P4 agonist: 1.6
- NPY1 pot ag: 5
- NPY2 pot ag: 7
- Ba/F3 V617F tox: 3
- BaF3 parental: 11
- NCF1 inh: -3
- S1P4 antagonist: 4
- CHOP inh: 16
- NPY-Y1 antag: -3
#5 CCOC(=O)C(=CNc1cc(C)ccc1C)C(=O)OCC
- S1P4 agonist: 0.4
- NPY1 pot ag: -24
- NPY2 pot ag: -5
- Ba/F3 V617F tox: 0
- BaF3 parental: 0
- NCF1 inh: -15
- S1P4 antagonist: -13
- CHOP inh: 88*
- NPY-Y1 antag: 1
#6 COc1cccc(-c2csc3nnc(SCC(=O)c4ccc(NC(C)=O)cc4)n23)c1
- S1P4 agonist: 3.4
- NPY1 pot ag: 14
- NPY2 pot ag: 12
- Ba/F3 V617F tox: 2
- BaF3 parental: 2
- NCF1 inh: -42
- S1P4 antagonist: -12
- CHOP inh: 79*
- NPY-Y1 antag: 0
#7 COc1ccc(NC(=O)c2cnc3n(c2=O)CCS3)cc1OC
- S1P4 agonist: 1.3
- NPY1 pot ag: -19
- NPY2 pot ag: 5
- Ba/F3 V617F tox: 5
- BaF3 parental: 3
- NCF1 inh: -10
- S1P4 antagonist: -14
- CHOP inh: 0
- NPY-Y1 antag: 1

The list continues.
11) COC(=O)c1ccc(/C=N/Nc2nc(N3CCCCC3)nc(N3CCCCC3)n2)cc1
12) CCCOC(=O)Nc1nnc(CCC)s1
13) COc1ccc(CN2C(=O)c3ccccc3C2=O)cc1C(=O)Nc1ccccc1N1CCOCC1
14) Cc1ccc(-c2csc(NC(=O)c3ccc(-c4ccccc4)cc3)n2)o1
15) COc1cccc(-n2c(SCC(=O)Nc3cc(C)on3)nc3c([nH]c4ccccc43)c2=O)c1
16) CCc1ccc(S(=O)(=O)/N=C2/C=C(Sc3ncn[nH]3)C(=O)c3ccccc32)cc1
17) Nc1nc2c(c3c1c(=O)oc1ccccc13)CCCCC2
18) CCOc1ncccc1C(=O)OCC(=O)c1ccc(Cl)s1
19) N#CCCN/N=C(/Cc1nc2ccccc2[nH]1)c1ccc(Cl)cc1
20) CCn1nc(C)c(CN2CCN(Cc3ccsc3)C(CCO)C2)c1C (centres undefined)

assay / entry,11,12,13,14,15,16,17,18,19,20
S1P4 agonist,2.2,0.3,1.4,0.7,0.3,3.6,2.3,0.5,-3.3,0.8
NPY1 pot ag,72*,-4,-1,-6,-36,-30,-11,-12,8,6
NPY2 pot ag,-13,10,3,25,-6,-5,-4,7,-3,-24
Ba/F3 V617F tox,0,-3,-2,-2,1,71*,-1,-1,2,1
BaF3 parental,7,0,9,4,5,34*,-1,3,1,6
NCF1 inh,9,-2,-6,-12,-8,55*,-8,1,-23,-8
S1P4 antagonist,-7,-15,-3,-6,-12,-33,-13,-5,6,-7
CHOP inh,13,15,22,46,-9,108*,33,-39,4,-10
NPY-Y1 antag,4,0,0,5,3,10,-12,4,3,8

21) CCn1c(=N)n(CC(=O)OC)c2ccccc21
22) Cc1cc(C(=O)O)n(C(C)(C)C)n1
23) O=C(Nc1cccc(F)c1)N1CCC(n2c(=O)[nH]c3ccccc32)CC1
24) CC(=O)Nc1ccc(S(=O)(=O)Nc2nnc(C3CCCCC3)s2)cc1
25) CC(C)C(=O)N1CCN(c2nc(-c3ccc(Cl)cc3)cs2)CC1
26) C[C@H](NC(=O)CCn1nnc2ccccc2c1=O)C(=O)O
27) O=C(OCc1ccc([N+](=O)[O-])cc1)c1ccc(N2CCCC2)c([N+](=O)[O-])c1
28) CCC(CO)NCc1ccc2c(c1)n(C)c(=O)n2C (centres undefined)
29) CC(C)CCn1c(CN2CCN(Cc3ccccc3)CC2)nc2c1c(=O)[nH]c(=O)n2C
30) O=C(NCc1ccc2c(c1)OCO2)c1ccc(N2C(=O)C3CCCCC3C2=O)cc1 (centres undefined)

assay / entry,21,22,23,24,25,26,27,28,29,30
S1P4 agonist,1.6,0.1,1.3,1.5,1.3,0.1,0.2,-0.7,1.8,-2.6
NPY1 pot ag,-4,-9,17,-12,-11,8,-1,13,-17,-29
NPY2 pot ag,-8,-1,-12,3,-17,10,-5,8,6,8
Ba/F3 V617F tox,0,-3,3,3,1,1,1,-3,2,-2
BaF3 parental,5,-1,3,1,8,-1,9,3,1,6
NCF1 inh,1,-3,-9,4,-27,-22,2,-22,-6,-13
S1P4 antagonist,6,-13,-6,-12,-15,-15,-14,-3,0,-4
CHOP inh,-25,7,4,26,32,4,1,63,-3,31
NPY-Y1 antag,-1,.,.,3,3,.,0,3,-1,0

31) CC1=C(C(=O)Nc2cc(C)ccc2C)C(c2cccs2)NC(=S)N1 (centres undefined)
32) COc1ccc(C(=O)N2CCN(c3c(C)cccc3C)CC2)cc1OC
33) Cc1cccc2cc(/C=N/NC(=O)c3ccncc3)c(Cl)nc12
34) Clc1ccc(-c2nc3cnccn3c2NC2CCCC2)cc1
35) CCOc1ccc(N2C(=O)CC(N(CCc3ccc(S(N)(=O)=O)cc3)C(C)=O)C2=O)cc1 (centres undefined)
36) O=C(COC(=O)COc1cccc(F)c1)NCCC1=CCCCC1
37) Cc1[nH]c2ccc(F)cc2c1CCN(Cc1ccncc1)C(=S)Nc1cccc(F)c1
38) CCOc1cccc(C(=O)NC(c2ccccc2)C(C)C)c1 (centres undefined)
39) COC(=O)c1ccccc1NC(=O)CNc1cc(OC)c(OC)cc1C
40) O=C(Nc1ccc2c(c1)OCO2)c1ccc(Br)s1

assay / entry,31,32,33,34,35,36,37,38,39,40
S1P4 agonist,0.9,-2.7,-0.7,-4.6,0.7,0.5,-0.3,0.8,-1.0,0.9
NPY1 pot ag,15,13,-10,8,1,-2,13,-16,-25,2
NPY2 pot ag,-4,2,0,0,-33,14,27,-1,26,2
Ba/F3 V617F tox,-2,4,-2,-4,3,2,27*,-1,0,5
BaF3 parental,-1,3,-4,4,2,2,25,6,4,4
NCF1 inh,-9,-9,-10,-11,0,1,-26,-12,-6,-10
S1P4 antagonist,-4,-3,3,13,-9,-28,5,-27,-7,6
CHOP inh,59,23,-12,33,-11,5,24,27,50,11
NPY-Y1 antag,-2,3,.,11,.,-4,0,6,-1,-2

41) Cc1ccccc1NC(=O)Cc1nnc(SCC(=O)c2ccc(Br)cc2)n1C
42) O=C(Nc1ccc2c(c1)OCCO2)c1cncc(Br)c1
43) CCCc1c(C(=O)N2CCN(c3ccccc3OC)CC2)cnn1-c1ccccc1
44) COc1cc(C(=O)Nc2ccncc2)c([N+](=O)[O-])cc1OC
45) CSCCC1NC(=O)N(CC(=O)Nc2cccc3ccccc23)C1=O (centres undefined)
46) COC(=O)C1=C(C)NC(C)=C(C(=O)OC)C1c1ccccc1OCc1c(C)no[n+]1[O-]
47) N#Cc1c2ccc(O)cc2n2ccccc12
48) FC(F)(F)C1=CC(c2ccccc2)=NCCN1
49) Cc1ccc(S(=O)(=O)/C(C#N)=C/c2c(N3CCOCC3)nc3ccccn3c2=O)cc1
50) COc1ccc(NC2=CC(c3ccc(OC)cc3)N(c3ccc(OC)cc3)C2=O)cc1 (centres undefined)

assay / entry,41,42,43,44,45,46,47,48,49,50
S1P4 agonist,0.9,1.1,2.2,0.2,1.1,-1.8,1.7,0.1,-0.7,0.9
NPY1 pot ag,-2,9,3,-15,20,-9,5,3,16,7
NPY2 pot ag,-24,-11,10,-22,-4,7,23,-2,-13,7
Ba/F3 V617F tox,2,1,-2,-1,-2,32*,-3,-1,2,-2
BaF3 parental,5,3,1,4,1,35*,0,-2,8,7
NCF1 inh,-3,-6,-5,3,-11,-9,3,5,-11,-3
S1P4 antagonist,9,-3,-18,-2,-27,0,-6,-12,-1,-21
CHOP inh,24,3,16,10,6,3,56,17,1,18
NPY-Y1 antag,7,4,.,.,2,-6,-2,-1,1,1

51) O=C(Nc1ccccc1Br)c1ccc(OC(=S)N2CCOCC2)cc1
52) COC(=O)C1=C(C)Nc2nnnn2C1c1cc(OC)ccc1OC (centres undefined)
53) CCN(C(=O)c1cnc(N2CCN(c3ncccn3)CC2)c2ccccc12)c1cccc(Cl)c1
54) Cc1ccc(-c2nc3ccccc3s2)cc1S(=O)(=O)N1CCOCC1
55) FC(F)(F)c1ccc(Cl)c(N/N=C/c2ccc(N3CCOCC3)s2)c1
56) CC1=C(C(=O)OCc2ccccc2)C(c2ccc3ccccc3c2)NC(=O)N1CCCCCC(=O)O (centres undefined)
57) O=C(c1ccc(Cn2cc([N+](=O)[O-])cn2)o1)N1N=C(C(F)F)CC1(O)C(F)F (centres undefined)
58) COc1ccc(NC(=S)N(Cc2ccc(N(C)C)cc2)Cc2ccco2)cc1
59) O=c1nc(SCc2c(F)cccc2Cl)nc(-c2ccccc2)[nH]1
60) COc1cccc(Cn2nnc(C(=O)Nc3ccc(C)cc3)c2N)c1
61) CC(C)(C)OC(=O)NCCC(=O)N/N=C/c1ccc2nccnc2c1
62) CCN(C=NC1=NN(c2cccc(C(F)(F)F)c2)CC1)CC
63) Cc1c(/C=N/NC(=O)COc2ccccc2[N+](=O)[O-])c2ccccc2n1C

assay / entry,51,52,53,54,55,56,57,58,59,60,61,62,63
S1P4 agonist,3.4,-3.0,0.8,2.6,1.1,1.2,1.1,-0.7,0.2,1.3,-0.1,-2.2,2.2
NPY1 pot ag,0,-3,42,10,-3,-29,-9,1,10,-1,5,-19,7
NPY2 pot ag,3,8,17,-6,3,0,10,11,1,-2,5,-4,12
Ba/F3 V617F tox,1,-1,4,1,0,2,-1,-5,-2,-3,-1,6,-3
BaF3 parental,9,0,4,6,6,5,2,3,1,0,-2,10,-3
NCF1 inh,-2,-10,-4,-4,-15,-13,-1,-7,-22,-7,-4,3,16
S1P4 antagonist,-14,-11,11,8,-11,-10,-22,0,-6,-11,-5,7,-18
CHOP inh,-3,19,-4,51,8,10,27,7,1,23,-7,18,55
NPY-Y1 antag,1,-1,-9,4,1,5,-3,7,.,3,.,12,-3
